# MLLE-PAM2 inh – inhibitors of microRNA-mediated deadenylation, human PABP1 MLLE binding. P11940. GST-MLLE / FITC-PAM2 fluorescence polarization. inhibition, % at 20 µM. 0.36% of 360,000 active. AID 588489; in the data active = inhibition above about 35%, passing the limit was not always enough;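 also: plate controls were DMSO wells with GST-MLLE for no effect and wells lacking GST-MLLE protein for full effect; some results filed as inactive read as strong as hits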
# Target sequence (P11940 whole entry, looked up): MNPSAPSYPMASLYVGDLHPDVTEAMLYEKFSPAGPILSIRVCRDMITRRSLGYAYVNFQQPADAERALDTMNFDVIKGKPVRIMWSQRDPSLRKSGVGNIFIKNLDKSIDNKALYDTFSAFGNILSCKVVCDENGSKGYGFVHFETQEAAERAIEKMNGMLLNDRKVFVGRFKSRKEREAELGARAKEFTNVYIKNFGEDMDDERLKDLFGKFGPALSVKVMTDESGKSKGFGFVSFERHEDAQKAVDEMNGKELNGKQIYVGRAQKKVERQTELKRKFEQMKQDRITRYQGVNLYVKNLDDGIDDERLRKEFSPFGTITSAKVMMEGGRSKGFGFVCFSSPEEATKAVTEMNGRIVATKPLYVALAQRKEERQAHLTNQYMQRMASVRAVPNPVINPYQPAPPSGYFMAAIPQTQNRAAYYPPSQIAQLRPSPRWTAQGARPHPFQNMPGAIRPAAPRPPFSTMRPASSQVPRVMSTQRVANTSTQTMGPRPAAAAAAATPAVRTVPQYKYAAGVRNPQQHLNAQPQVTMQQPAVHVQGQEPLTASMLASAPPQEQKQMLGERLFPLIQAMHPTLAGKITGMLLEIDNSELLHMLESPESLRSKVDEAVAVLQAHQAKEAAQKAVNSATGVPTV
# FAS TE block – blocks the thioesterase domain of human fatty acid synthase; P49327; recombinant FAS-TE, OMFH fluorogenic substrate, fluorescence endpoint; inhibition, % at 15 µM; 0.67% of 360,000 active;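 active = compounds whose normalised, plate-corrected inhibition of enzyme fluorescence in the single-dose primary screen is 50% or more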;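 also: 0% = DMSO with enzyme and 100% = substrate without enzyme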
# Tb MetRS inh – blocks T. brucei methionyl-tRNA synthetase activity. inhibition, % at 11.9 µM. 0.4% of 360,000 active. purified T. brucei MetRS, ATP depletion, Kinase-Glo luminescence. AID 624268;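 active = inhibition above a per-plate cutoff of the control wells' mean inhibition plus 3 SD, cut at about 5.5% in these data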;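 also: 0% = DMSO wells median and 100% = median of wells with control inhibitor compound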
#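 Material: parasite MetRS enzyme / Replication: singlicate, one well per compound / Signal: luminescence of leftover ATP / Schedule: 2 h aminoacylation at 25 °C after 15 min preincubation / Medium: HEPES-MgCl2-KCl buffer plus DTT, spermine, BSA, pyrophosphatase / Doses: 11.9 µM single point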
# MT1-MMP act inh – blocks activation of human MT1-MMP. GFP/RFP ratio change, % at 20 µM. 0.061% of 360,000 active. AID 651647. HT1080 RFP-PRO-GFP cells, GFP/RFP ratio fluorescence, overnight; percent of plate control window, DMSO zero. P50281;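 active = GFP/RFP ratio change of at least 30% with cell ATP level not reduced by more than half and red fluorescence within 50% of control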; also: strong numbers were not always called active
#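 Read-out: GFP/RFP fluorescence ratio; Test system: RFP-PRO-GFP reporter HT1080 cells; Compound dosing: single-point 20 µM compound, 1% DMSO; Times: overnight compound exposure at 37 °C.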
# MsrA act – bovine methionine sulfoxide reductase A activation; AID 602163; activation, % at 10.6 µM; purified bovine MsrA, absorbance read-out; 0.3% of 360,000 active; in the data active = activation above about 7.5%;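 also: 0% = vehicle and 100% = reference activator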
# MsrA inhibitor – inhibits bovine methionine sulfoxide reductase A; purified bovine MsrA, absorbance read-out; inhibition, % at 15.5 µM; 0.75% of 360,000 active; AID 651718; in the data active = inhibition above about 4.5%;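 also: 0% = vehicle wells with enzyme and 100% = reference inhibitor wells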
# CendR NRP1 mod – modulators of CendR peptide binding to human neuropilin-1; AID 602438; inhibition, % at 25 µM; FAM-RPARPAR peptide binding to NRP-1, fluorescence polarization; 0.85% of 360,000 active;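 active = inhibition or corrected inhibition above about 18%, plus a signal ratio from 0.5 to 1.5, limit read from the data, passing the limit was not always enough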; also: strong numbers were not always called active
# eLon inh – inhibits E. coli Lon protease; P0A9M0; purified E. coli Lon protease, fluorescence polarization; inhibition, % at 7.94 µM; 0.42% of 360,000 active; in the data active = inhibition above about 13%, passing the limit was not always enough;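 also: 0% = enzyme with probe and DMSO and 100% = no enzyme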
# SKN-1 inh – inhibitors of C. elegans SKN-1 | inhibition, % at 21.8 µM | 0.49% of 360,000 active | C. elegans VP596 Pgst-4::GFP/RFP ratio, acrylamide-induced, 24 h;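 active = interference check ratio from 0.5 to 1.5 plus GFP to RFP signal ratio inhibition reaching or exceeding a fixed threshold, cut at about 30% in these data, passing the limit was not always enough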; also: some compounds called inactive have numbers as strong as hits
# The depositor's hits bear a star; & = joins results of further samples.
# Start of the listing, in advance, two compounds:
1	CCN(CC(=O)NCc1cccs1)C(=O)c1cccc(S(=O)(=O)Nc2cccc(C)c2)c1
2	O=C(NCc1ccccc1)c1nc[nH]c1C(=O)NCc1ccccc1

assay / entry	1	2
MLLE-PAM2 inh	3	5
FAS TE block	3	-1
Tb MetRS inh	-0.2	-0.7
MT1-MMP act inh	1	1
MsrA act	-3	-9
MsrA inhibitor	-0.7	-1.0
CendR NRP1 mod	2	-4
eLon inh	-13	5
SKN-1 inh	21	0

# Results (from the top)
1	CCN(CC(=O)NCc1cccs1)C(=O)c1cccc(S(=O)(=O)Nc2cccc(C)c2)c1
2	O=C(NCc1ccccc1)c1nc[nH]c1C(=O)NCc1ccccc1
3	CCC1Sc2ccc(S(=O)(=O)Nc3ccc(OC)cc3)cc2NC1=O (stereo not given)
4	Fc1ccccc1N1CCN(C2CCCN(Cc3cccc(C(F)(F)F)c3)C2)CC1 (stereo not given)
5	COc1ccccc1NC(=O)Cn1nnc2sc3c(c2c1=O)CC(C)(C)OC3
6	N#C/C(=C\c1ccc(-c2cccc([N+](=O)[O-])c2)o1)C(=O)NCCN1CCOCC1
7	CC(=O)OCc1ccc(C2=CC(=O)CC(C)(C)C2=O)cc1
8	O=c1oc(-c2cccc(Cl)c2)nc2c1cnn2-c1ccccc1
9	Cc1ccc(Cl)c(OCC(=O)N(C)CC(=O)Nc2ccc(N3CCOCC3)cc2)c1
10	CS(=O)(=O)N1CCC(C(=O)N2CCN(c3ccccc3)CC2)CC1

assay / entry	1	2	3	4	5	6	7	8	9	10
MLLE-PAM2 inh	3	5	-10	-10	-4	13	-11	9	-11	-3
FAS TE block	3	-1	14	0	10	9	-4	12	-3	-4
Tb MetRS inh	-0.2	-0.7	0.2	-0.7	0.0	-0.4	0.0	-0.3	-0.4	0.8
MT1-MMP act inh	1	1	-1	1	0	-1	-1	8	-1	1
MsrA act	-3	-9	0	-1	-3	-7	-10	-3	-2	-1
MsrA inhibitor	-0.7	-1.0	-0.3	-1.0	1.5	1.1	0.8	1.0	-0.5	1.5
CendR NRP1 mod	2	-4	-10	-8	3	3	0	10	1	1
eLon inh	-13	5	1	-12	3	-4	-10	-3	4	-3
SKN-1 inh	21	0	15	6	9	6	6	9	0	9

11	Cc1cc2cc(C#N)c(N3CCN(S(C)(=O)=O)CC3)nc2cc1C
12	S=c1[nH]nc(-c2cccc(Cl)c2)n1CCN1CCCCC1
13	Cc1c(NC(=O)CSc2ccc(Cl)cc2)cccc1-c1nc2ncccc2o1
14	COc1ccccc1-c1cc(C(=O)N/N=C/c2sccc2C)c2ccccc2n1
15	CCCCn1c(N)c(N(CC(C)C)C(=O)CC2CCCCC2)c(=O)[nH]c1=O
16	CCCCC(=O)OCC(=O)c1[nH]c(C)c(C(=O)OCC)c1C
17	NNC(=O)COc1ccc2oc3c(c2c1)CCCC3
18	Cc1nc2c(o1)CCc1ccccc1C2N1CCN(C)CC1 (stereo not given)
19	COc1cccc(NC(=O)COC(=O)COc2ccccc2[N+](=O)[O-])c1
20	CCc1nc2ccc(C(=O)Nc3cccc(NS(C)(=O)=O)c3)cn2c1N(C)Cc1nccn1C

assay / entry	11	12	13	14	15	16	17	18	19	20
MLLE-PAM2 inh	19	-98	-9	-1	-2	-4	-88	-12&1&-15	-6	-14
FAS TE block	2	-10	18	18	-6	-2	-2	-7&-8&-2	-8	-11
Tb MetRS inh	-0.2	0.4	0.0	-0.5	-0.7	-0.3	0.7	-0.1&-0.1&-0.3	-0.5	-0.5
MT1-MMP act inh	10	2	2	1	-6	5	-1	-7&-23&-9	-4	-1
MsrA act	-6	0	-3	-5	-11	-3	-2	-9&-3&-1	-3	-7
MsrA inhibitor	-0.5	-0.2	-0.9	1.7	1.1	-1.6	0.3	0.2&0.3&-0.5	1.1	-1.2
CendR NRP1 mod	-5	14	-7	6	6	14	-3	0&-6&9	-4	3
eLon inh	3	7	-3	-7	10	1	0	-2&-21&-1	-6	2
SKN-1 inh	2	15	4	8	-21	-21	4	-5&1&-19	3	8

21	Cc1c(Nc2nc(C(F)(F)F)nc3ccccc23)c(=O)n(-c2ccccc2)n1C
22	COc1ccc(C)cc1-n1c(-c2ccncc2)n[nH]c1=S
23	CSc1nc(N(C)C)c2ccccc2n1
24	Cc1cc(C)nc(SCC(=O)c2ccc(F)c(C)c2)n1
25	CCc1cc(/C(Cc2ccccn2)=N\Nc2ccccc2)c(O)cc1O
26	CCOC(=O)c1c(C)[nH]c(=S)c(C#N)c1-c1ccccc1
27	Fc1cccc(Cc2c(C3CCCCC3)nc3ccc(Br)cn23)c1
28	COc1ccccc1N1CCN(S(=O)(=O)CCNC(=O)C(C)Oc2ccccc2)CC1 (stereo not given)
29	COc1ccc(/C=C(/NC(=O)c2ccco2)C(=O)N2CCCC2=O)cc1
30	COC(=O)c1nnc(-c2ccccc2)nc1OC

assay / entry	21	22	23	24	25	26	27	28	29	30
MLLE-PAM2 inh	-7	-24	4	2	2	21	-27	-9	11	-2
FAS TE block	-2	-7	-5	7	22	-9	12	-6	-7	-8
Tb MetRS inh	-0.2	-0.2	-0.8	-1.1	-0.5	-0.8	-0.4	-0.2	-0.2	0.8
MT1-MMP act inh	-2	2	-1	3	1	-1	-3	1	-2	-3
MsrA act	-4	-1	-6	-1	2	2	-2	-1	-4	-7
MsrA inhibitor	-0.8	-1.0	0.8	1.4	2.2	0.7	0.2	-1.3	0.5	1.9
CendR NRP1 mod	14	6	12	0	-13	-10	-12	-9	2	3
eLon inh	1	3	-7	-8	-5	-9	-14	1	8	10
SKN-1 inh	1	1	21	-2	6	9	7	0	6	-6

# Part of the list above with just Tb MetRS inh:
no.	Structure	Tb MetRS inh
21	Cc1c(Nc2nc(C(F)(F)F)nc3ccccc23)c(=O)n(-c2ccccc2)n1C	-0.2
8	O=c1oc(-c2cccc(Cl)c2)nc2c1cnn2-c1ccccc1	-0.3
1	CCN(CC(=O)NCc1cccs1)C(=O)c1cccc(S(=O)(=O)Nc2cccc(C)c2)c1	-0.2
22	COc1ccc(C)cc1-n1c(-c2ccncc2)n[nH]c1=S	-0.2
2	O=C(NCc1ccccc1)c1nc[nH]c1C(=O)NCc1ccccc1	-0.7
11	Cc1cc2cc(C#N)c(N3CCN(S(C)(=O)=O)CC3)nc2cc1C	-0.2
10	CS(=O)(=O)N1CCC(C(=O)N2CCN(c3ccccc3)CC2)CC1	0.8

# Continued.
31	CC(=O)N1CCc2cc(S(=O)(=O)NCCCOC(C)C)ccc21
32	CC(Sc1ccccn1)C(=O)Nc1ccc2c(c1)OCCO2 (stereo not given)
33	Cc1ccc(C(=O)N/C(=C\c2cccs2)C(=O)NCC2CCCO2)cc1C (stereo not given)
34	C=CCn1c(NCc2ccco2)nc2ccccc21
35	COc1ccc(CNC(=O)C2C3C=CC4(CN(Cc5cccnc5)C(=O)C24)O3)cc1 (stereo not given)
36	COc1ccccc1CO/N=C/NC(=O)c1c(OC)ccnc1Oc1ccc(F)cc1
37	O=C(Cn1cc(COc2c(F)c(F)cc(F)c2F)nn1)c1ccc(O)cc1
38	O=C(Nc1cnc2ccccc2c1)c1cccc(-n2cnnn2)c1
39	O=C(O)/C=C/C(=O)NNC(=O)c1ccccc1Br
40	CC1CCCCC1NC(=O)COc1ccccc1C#N (stereo not given)

assay / entry	31	32	33	34	35	36	37	38	39	40
MLLE-PAM2 inh	1	3	-18	8	12	-5	-16	-11	0	-7
FAS TE block	-10	0	-12	-6	-7	11	-9	8	-4	-5
Tb MetRS inh	-0.6	-0.5	-0.2	-0.6	0.4	0.0	0.4	1.7	-0.1	-0.4
MT1-MMP act inh	2	2	6	-2	-2	14	5	-2	5	-1
MsrA act	-3	-4	-4	0	-3	-1	-5	-1	-1	-2
MsrA inhibitor	0.4	-0.8	1.5	-0.9	-0.1	-1.1	0.7	-0.4	-0.3	-1.2
CendR NRP1 mod	19	14	7	-2	-4	-7	-4	-12	-1	-3
eLon inh	-1	3	6	-2	2	-4	-12	2	-9	5
SKN-1 inh	-1	0	-13	3	9	10	-9	-16	14	10

41	O=C(COc1ccc2c(c1)OCO2)Nc1nccs1
42	O=C(Cc1noc2ccccc12)Nc1ccccn1
43	Cc1ccccc1OCC(=O)OCC(=O)NCc1ccccc1
44	CC(C)(C)c1ccc(C(=O)NCC(=O)OCC(=O)Nc2nc(-c3ccc(F)cc3)cs2)cc1
45	CC(=O)Nc1c([N+](=O)[O-])cc2[nH]c(=O)[nH]c2c1[N+](=O)[O-]
46	O=C1CC(c2ccco2)CC(O)=C1C=Nc1ccccc1-c1ccccc1 (stereo not given)

assay / entry	41	42	43	44	45	46
MLLE-PAM2 inh	5	9	2	-3	3	19
FAS TE block	-7	-5	-2	12	-8	20
Tb MetRS inh	-1.1	-0.8	-0.5	-0.3	-1.1	0.0
MT1-MMP act inh	3	1	-1	0	3	-1
MsrA act	-1	-6	-3	-2	-13	-3
MsrA inhibitor	0.0	-0.7	0.2	0.7	2.9	1.2
CendR NRP1 mod	8	-3	6	-2	17	10
eLon inh	-6	4	-8	-2	-6	-14
SKN-1 inh	14	-4	-4	15	-8	1
